# SW480 rereplic – induces DNA re-replication in SW480 colon adenocarcinoma cells | Potency, µM (top dose mostly 46.1 µM), inactives show at the highest dose re-replication activation, usual class: activators | SW480 DNA re-replication, Hoechst DNA content imaging, 48 h | AID 624297 | 340,000 compounds, 1.8% hits; further: potency means the concentration at half of the fitted maximal effect; % of control where 0% means no effect; nearly all actives have a fitted effect of over 55% in size
#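 Cells (250 per well) received 23 nL compound or DMSO by pin tool and were kept 48 hr at 37 C, 5% CO2. Nuclei were then stained with Hoechst for 40 min and scanned for DNA content.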
# MCF10A rereplic – induces DNA re-replication in MCF 10a normal breast cells. MCF 10A DNA re-replication, Hoechst nuclear intensity, 48 h. Potency, µM (series often up to 46.1 µM), for the others: at the highest dose activity, positive = re-replication, most hits filed as activators. 350,000 compounds, 2.9% hits. AID 624296; further: potency means the concentration at half of the fitted maximal effect; % of control where 0% means no effect; nearly all actives have a fitted effect of over 50% in size
# ATXN2 expr inh – reduces ATXN2 reporter expression in HEK-293 cells. HEK-293 ATXN2-luciferase reporter, luminescence, 24 h. Potency, µM (top dose mostly 57 µM), inactives show at the highest dose activity change, negative = inhibition, most hits filed as inhibitors. 360,000 compounds, 0.72% hits. AID 1745845; further: potency means the concentration at half of the fitted maximal effect; on the % scale 0 is the no-effect control and ±100 the full control effect; nearly all actives have a fitted effect of over 55% in size
#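 qHTS (up to 57 uM final) was run with 24 h compound exposure of reporter cells at 37 °C. Each well was multiplexed: SteadyGlo luminescence measured ATXN2-luciferase expression after a fluorogenic Gly-Phe-AFC viability readout (25 uM final).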
# ATXN viability – viability counter-screen for ATXN expression inhibitors. S2 cells (HEK-293 line with an ATXN2-luciferase reporter) viability, CellTiter-Fluor protease fluorescence, 24 h. Potency, µM (doses to about 56.7 µM), hits mostly cytotoxic. 400,000 compounds, 0.49% hits; further: potency means the concentration at half of the fitted maximal effect; nearly all actives have a fitted effect of over 40% in size
# KB-3-1 cytotox – kills parental KB-3-1 adenocarcinoma cells; KB-3-1 viability, CellTiter-Glo ATP luminescence, 72 h; Potency, µM (doses to about 46.1 µM), inactives show top-dose activity change, negative = cytotoxic, usual class: cytotoxic; 400,000 compounds, 1.4% hits; further: potency means the concentration at half of the fitted maximal effect; on the % scale 0 is the no-effect control and ±100 the full control effect; nearly all actives have a fitted effect of over 60% in size
#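 Using CellTiter-Glo luminescence, growth of non-resistant KB-3-1 adenocarcinoma cells is assessed 72 h after pin-tool compound addition at 37 °C. Normalized responses across the concentration series yield fitted curves.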
# HT1080 IDH1KD tx – kills HT-1080 cells with IDH1 knockdown; HT-1080 IDH1 knockdown viability, ATP luminescence, 48 h; Potency, µM (top dose mostly 46.1 µM), without a hit: at the highest dose activity, negative = toxicity, actives largely listed as cytotoxic; 360,000 compounds, 2% hits; AID 686971;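 further: potency means the concentration at half of the fitted maximal effect; 0% = DMSO wells and -100% = cell-free medium wells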
#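 After a 2 h attachment period, IDH1KD HT-1080 cells took pin-transferred compound for 48 h at 37 °C; ATP-based luminescence after 10 min room-temperature reagent incubation reported viability.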
# IL1B secr inh – inhibitors of inflammasome signaling (IL-1 beta secretion); AID 743279; 360,000 compounds, 4.7% hits; THP-1 LPS/ATP IL-1B secretion, AlphaLISA, 16 h; hits give low values; activity change, % at 57.5 µM; in the data active means activity change below about -50%; inconclusive means mostly about -30% to -49%; further: on the % scale 0 is the no-effect control and ±100 the full control effect
#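 Secreted IL-1B measured by AlphaLISA bead assay after 16 h compound exposure of THP-1 cells; compounds (final up to 57.5 uM) added 1 h before LPS (250 ng/mL) and ATP (1.25 mM) stimulation; lower signal means less secretion.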
# HT1080-NT tox – kills 2HG-producing HT-1080-NT fibrosarcoma cells | HT-1080-NT fibrosarcoma viability, CellTiter-Glo ATP luminescence, 48 h | Potency, µM (top dose mostly 46.1 µM), inactives show at the top dose activity, negative = less viability, actives largely listed as cytotoxic | 360,000 compounds, 1.6% hits;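 further: NT is the 2HG producing partner of a matched IDH1 knockdown line; potency means the concentration at half of the fitted maximal effect; 0% = DMSO-treated cells and -100% = media-only wells without cells; nearly all actives have a fitted effect of over 55% in size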
#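 Fibrosarcoma NT cells, 750 per well in 5% FBS RPMI, were exposed to compound for 48 hours. Viability: CellTiter-Glo luminescence.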
# HepG2 viability – HepG2 cytotoxicity, counter-screen for TGF-b inhibitors; 410,000 compounds, 0.76% hits; Potency, µM (series often up to 46.1 µM), inactives show at the highest dose activity change, negative = cytotoxicity, usual class: cytotoxic; AID 588856; HepG2 CAGA-GFP viability, ATP luminescence, 18 h; further: potency means the concentration at half of the fitted maximal effect; some results filed as inactive show a strong effect at the top dose
#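 CellTiter-Glo luminescence gave cytotoxicity after 18 hours at 37 degrees C. The cells were HepG2 CAGA-GFP in 1% FBS DMEM, stimulated with 500 pg/mL TGF-beta after compound addition. %Activity was normalised to no-cell wells (complete cell-killing) and DMSO (no toxicity), and curves were fitted and classified.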
# * = called active by the depositor; i = inactive; ? = inconclusive; nt = no result given; & = joins results of further samples; [ ] = remark or other dose. Unless noted, the call rests on the fitted dose curve; in most records, active means well fitted curve in the direction sought with a large enough effect; inconclusive means small, poorly fitted or top-dose-only effect, or another doubt; inactive means no such curve, though single readings can be large; an effect the other way counts as inactive or inconclusive.
no.	molecule	SW480 rereplic	MCF10A rereplic	ATXN2 expr inh	ATXN viability	KB-3-1 cytotox
1	Cc1cc2nccc(-c3ccc(Cl)cc3Cl)n2n1	-14%	5%	nt	i	-9%
2	CCCCC(=Nc1ccc(N)cc1)C1=C(O)C(C(=O)OC)C(C)(C)CC1=O (stereo unspecified)	?	3%	6%	i	2%
3	Cn1cc(-c2ccno2)c(C(=O)O)n1	2%	-4%	-28%[11.3 µM]	i	20%
4	NC(=S)NN=C1c2cc(Cl)ccc2-c2c1cc(Cl)cc2[N+](=O)[O-]	?	20%	?	?	6.5µM*
5	CCn1c(-c2cc3ccccc3cc2O)n[nH]c1=S	4%	4%	-4%	i	?
6	N#Cc1ccccc1OCC(=O)N(Cc1nnc(-c2ccccc2Cl)o1)C1CC1	-5%	11%	4%	i	-7%
7	Cc1ccc(C2CC(=O)NC(SCC(=O)OCc3ccccc3)=C2C#N)o1 (stereo unspecified)	3%	21µM*	-18%	i	?
8	COc1ccc(CNC(=O)c2ccccc2SCC(=O)NCc2ccco2)cc1	4%	9%	-1%	i	-21%

no.	HT1080 IDH1KD tx	IL1B secr inh	HT1080-NT tox	HepG2 viability
1	-1%	47	8%	1%
2	-1%	13	-3%	3%
3	-17%	0	12%	21%
4	7%	19	7%	2%
5	-21%	-22	-3%	-28%
6	3%	1	-2%	11%
7	?	31	?	-5%
8	6%	0	11%	-3%

# Other records.
no.	molecule	SW480 rereplic	MCF10A rereplic	ATXN2 expr inh	ATXN viability	KB-3-1 cytotox
9	COc1cc(/C=N/Nc2ccc([N+](=O)[O-])cn2)cc(OC)c1O	16µM*	21µM*	-26%	i	8%
10	O=C(/C=C/c1ccc(F)cc1)NC(=S)Nc1ccccc1	18%	5%	3%	?	1%
11	CN(NC(=O)Nc1ccc(Cl)cc1)c1ncc(C(F)(F)F)cc1Cl	?	18%	2%	i	?
12	COc1ccccc1/C=C/C=N/n1c(-c2cc(C)[nH]n2)n[nH]c1=S	18%	1%	9%	i	31%
13	Cc1cccc(N2CCN(C(=O)c3ccc4c(c3)NC(=O)C(CSCc3cccc(F)c3)N4)CC2C)c1 (stereo unspecified)	?	0%	20%	i	1%
14	COc1cc(/C=C/C(=O)OCC(=O)N2CC(C)OC(C)C2)ccc1OCC#N (stereo unspecified)	nt	nt	nt	?	1%
15	COc1ccc(CCNC(=O)c2ccccc2NC(=O)C2=C(C)OCCS2)c(OC)c1	-11%	2%	5%	i	0%
16	CC/C(=N\NC(N)=O)c1ccc(OC)c(OC)c1	-16%	9%	8%	i	0%

no.	HT1080 IDH1KD tx	IL1B secr inh	HT1080-NT tox	HepG2 viability
9	?	79	?	-4%
10	-17%	?	?	0%
11	?	-4	?	-32%
12	-1%	0	-1%	-20%
13	-17%	18	9%	6%
14	-2%	-9	4%	-4%
15	-10%	0	0%	-13%
16	-11%	30	-7%	-1%

# Continued:
no.	molecule	SW480 rereplic	MCF10A rereplic	ATXN2 expr inh	ATXN viability	KB-3-1 cytotox
17	CC(C)(C)n1nc2c(c1NC(=O)COc1ccc(Cl)cc1)CSC2	1%	3%	3%	i	7%
18	COc1ccc(C)cc1NC(=O)C(=O)NCCc1sc(-c2ccc(Cl)cc2)nc1C	nt	nt	19%	i	-3%
19	Cc1cc(S(=O)(=O)N(Cc2ccccn2)Cc2ccco2)ccc1-n1cnnn1	0%	?	6%	i	28%
20	CC1CCCCN1C(=S)Nc1ccc(OC(F)F)cc1 (stereo unspecified)	0%	-3%	-5%	i	?
21	Cc1cc2cc(C(c3nnnn3Cc3ccccc3)N3CCc4ccccc43)c(=O)[nH]c2cc1C (stereo unspecified)	?	7%	-3%	i	-23%
22	CCOc1ccc(CCN2C(=O)C(=O)N([C@@H](Cc3ccccc3)CN3CCC[C@H]3CN3C(=O)C(=O)NC[C@@H]3Cc3ccccc3)C[C@@H]2Cc2ccc(O)cc2)cc1	nt	nt	-25%	i	?
23	CC(C)(c1cc(Br)c(O)c(Br)c1)c1cc(Br)c(O)c(Br)c1	-4%	?	0%	i	0%
24	CCC1CCC(C(=O)NC(C(=O)NCCc2ccc(S(N)(=O)=O)cc2)C(C)C)CC1 (stereo unspecified)	0%	2%	nt	i	-3%

no.	HT1080 IDH1KD tx	IL1B secr inh	HT1080-NT tox	HepG2 viability
17	?	?	?	-13%
18	nt	nt	nt	9%
19	28%	5	27%	-7%
20	-2%	-14	2%	1%
21	-29%	8	-29%	-11%
22	?	-64*	?	nt
23	-5%	26	1%	-42%
24	0%	-7	-1%	-9%

# The list goes on.
no.	molecule	SW480 rereplic	MCF10A rereplic	ATXN2 expr inh	ATXN viability	KB-3-1 cytotox
25	Cc1nnc(N(Cc2ccco2)C(=O)c2ccc(C#N)cc2)s1	-14%	-2%	-5%	i	15%
26	Cc1ccc(N2CC(C(=O)Nc3ccc(S(=O)(=O)N4CCOCC4)cc3)CC2=O)cc1 (stereo unspecified)	-4%	-5%	-7%	i	5%
27	COc1ccc(NS(=O)(=O)c2ccc(C)c(NC(=O)CNC(=O)c3ccco3)c2)cc1	1%	3%	13%	i	3%
28	O/N=C/c1nc2cc(Cl)ccc2o1	22%	2%	nt	i	0%
29	O=C(Cn1nc(C(F)(F)F)c2c1CCC2)NCc1ccc(Cl)cc1	-7%	-2%	-12%	i	-7%
30	CC(C)(O[C@@H]1O[C@H](CO)[C@@H](O)[C@H](O)[C@H]1O)[C@H]1Cc2cc3ccc(=O)oc3cc2O1	-34%[inhibitor][9.22 µM]	16%	6%	i	-2%
31	Cc1nn(C)c(C(=O)Nc2c(C)nn(Cc3c(F)c(F)c(F)c(F)c3F)c2C)c1Br	2%	7%	-2%	i	-3%
32	COc1ccc(NC(=O)Nc2nnc(N3CCCC3)s2)cc1	nt	nt	14%	i	8%

no.	HT1080 IDH1KD tx	IL1B secr inh	HT1080-NT tox	HepG2 viability
25	5%[9.24 µM]	25	0%	7%
26	-16%	-16	7%	-3%
27	18%	3	8%	0%
28	-11%	-13	-3%	-1%
29	-17%	9	-14%	8%
30	7%	-2	19%	-6%
31	12%	35	1%	6%
32	nt	nt	nt	-9%

# New compounds follow:
no.	molecule	SW480 rereplic	MCF10A rereplic	ATXN2 expr inh	ATXN viability	KB-3-1 cytotox
33	N=C1C(=O)OCC1c1ccccc1NC(=O)CN1CCOCC1 (stereo unspecified)	-91%[inhibitor]	8%	8%	i	-3%
34	CC(C(=O)NCCSCc1cccc(Cl)c1)N(c1ccccc1)S(C)(=O)=O (stereo unspecified)	3%	-4%	24%&-22%	i	-1%&16%
35	COc1ccc(OC)c(/C=N/NC(=O)CNC(=O)c2ccc(S(=O)(=O)N3CCCC3)cc2)c1	-1%	-6%	6%	i	-3%
36	CCOC(=O)C1CCN(c2c(NCc3ccc(C(=O)NC(C)CC)cc3)c(=O)c2=O)CC1 (stereo unspecified)	9%	3%	1%	i	-1%
37	Cc1cc(NC(=O)CSCC(=O)N(C)Cc2ccc(F)cc2)no1	3%	-3%	7%	i	-8%
38	CCN1C(=O)C2(C(C#N)=C(N)Oc3n[nH]c(-c4ccc(Cl)cc4)c32)c2ccccc21 (stereo unspecified)	?	-178%[0.0737 µM]	-5%	i	-2%
39	Cc1cc(NC(=O)CCC(=O)N(Cc2ccco2)C(C(=O)NC2CCCC2)c2ccc(F)cc2)no1 (stereo unspecified)	-18%	?	12%	i	11%
40	Cc1ccc(C(=O)Nc2ccc3c(c2)CCC3)o1	0%	-4%	50%[activator]	i	-19%

no.	HT1080 IDH1KD tx	IL1B secr inh	HT1080-NT tox	HepG2 viability
33	-2%	28	-9%	4%
34	-1%	-1	-15%	-1%&-15%
35	15%	-1	16%	-8%
36	0%	-14	-5%	-18%
37	10%	0	6%	4%
38	-14%	-3	-5%	-27%
39	-11%	-7	2%	2%
40	?	-7	2%	-34%

# Next part
no.	molecule	SW480 rereplic	MCF10A rereplic	ATXN2 expr inh	ATXN viability	KB-3-1 cytotox
41	Cc1ccc(C)c2nc(N3CCCC3)c(C#N)cc12	?	?	6%	i	1%
42	COc1ccc(N/C(N)=N/c2nc(CSc3ccc(Cl)cc3)cc(=O)[nH]2)cc1	-1%	8%	-16%	i	10%
43	NS(=O)(=O)c1cccc(NC(=O)c2ccc(NS(=O)(=O)c3cccc([N+](=O)[O-])c3)cc2)c1	-2%	1%	-4%	i	-1%
44	Cc1ccc(CCNC(=O)c2cc3sccc3n2Cc2ccc(F)cc2)cc1	nt	nt	-13%	i	0%

no.	HT1080 IDH1KD tx	IL1B secr inh	HT1080-NT tox	HepG2 viability
41	5%	4	11%	-11%
42	5%	15	-1%	1%
43	-16%	14	1%	-28%
44	nt	nt	nt	-11%

# Compounds above that contain a cyano group (6):
no.	molecule	SW480 rereplic	MCF10A rereplic	ATXN2 expr inh	ATXN viability	KB-3-1 cytotox
6	N#Cc1ccccc1OCC(=O)N(Cc1nnc(-c2ccccc2Cl)o1)C1CC1	-5%	11%	4%	i	-7%
7	Cc1ccc(C2CC(=O)NC(SCC(=O)OCc3ccccc3)=C2C#N)o1 (stereo unspecified)	3%	21µM*	-18%	i	?
14	COc1cc(/C=C/C(=O)OCC(=O)N2CC(C)OC(C)C2)ccc1OCC#N (stereo unspecified)	nt	nt	nt	?	1%
25	Cc1nnc(N(Cc2ccco2)C(=O)c2ccc(C#N)cc2)s1	-14%	-2%	-5%	i	15%
38	CCN1C(=O)C2(C(C#N)=C(N)Oc3n[nH]c(-c4ccc(Cl)cc4)c32)c2ccccc21 (stereo unspecified)	?	-178%[0.0737 µM]	-5%	i	-2%
41	Cc1ccc(C)c2nc(N3CCCC3)c(C#N)cc12	?	?	6%	i	1%

no.	HT1080 IDH1KD tx	IL1B secr inh	HT1080-NT tox	HepG2 viability
6	3%	1	-2%	11%
7	?	31	?	-5%
14	-2%	-9	4%	-4%
25	5%[9.24 µM]	25	0%	7%
38	-14%	-3	-5%	-27%
41	5%	4	11%	-11%

# Screening results deposited in PubChem BioAssay by National Center for Advancing Translational Sciences (NCATS).
